Assay outcomes (PubChem BioAssay)
DRD3 antagonist = qHTS of D3 Dopamine Receptor Antagonist: qHTS; max response, negative = inhibition, %; D3R cells, DiscoveRx beta-arrestin luminescence, antagonist mode; hits give low values; D(3) dopamine receptor (Homo sapiens), P35462; actives 2.5% (n = 360,000); AID 652054, 2013; in the data active means max response below about -50%; inconclusive means no clear call, values can overlap the other calls; further: on the % scale 0 is the no-effect control and ±100 the full control effect; mostly tested at two doses, the higher about 12 µM
Target sequence (P35462 whole entry, looked up): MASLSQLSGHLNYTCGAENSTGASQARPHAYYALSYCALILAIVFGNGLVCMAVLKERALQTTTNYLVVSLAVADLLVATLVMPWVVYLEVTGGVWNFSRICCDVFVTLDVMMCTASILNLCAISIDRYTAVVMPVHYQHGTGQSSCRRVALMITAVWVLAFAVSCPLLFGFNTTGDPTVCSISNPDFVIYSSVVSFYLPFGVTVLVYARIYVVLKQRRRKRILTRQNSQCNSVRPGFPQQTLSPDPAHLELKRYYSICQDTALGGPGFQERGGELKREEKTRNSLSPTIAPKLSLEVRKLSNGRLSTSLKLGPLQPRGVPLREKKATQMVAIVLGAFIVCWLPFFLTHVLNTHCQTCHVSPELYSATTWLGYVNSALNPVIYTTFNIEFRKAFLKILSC
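Cells plated overnight at 1500 cells/well, then exposed to library compounds with dopamine controls for 90 minutes at 37 degrees C. DiscoveRx reagent added for 30–60 minutes at room temperature; luminescence read, quantitative HTS format.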
PTHR1 agonist = qHTS for PTHR1 Agonists: Primary Screen; Parathyroid hormone/parathyroid hormone-related peptide receptor (Homo sapiens), Q03431; HEK293 GP2 PTHR1 cells, GloSensor cAMP luminescence, 1 h; Potency, µM (titrated, usually from 115 µM), for inactives: top-dose activation, actives largely listed as activators; actives 0.075% (n = 410,000); AID 743266, 2014; further: potency means the concentration at half of the fitted maximal effect; nearly all actives have a fitted effect of over 55% in size; some results filed as inactive show a strong effect at the top dose; inactives centre near -15; many of its hits are not listed in these tables
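HEK-293-derived GP2 cells expressing PTHR1 and a GloSensor cAMP reporter, 3,000/well, plated overnight, given luciferin plus IBMX (each 0.5 mM as added) for 1 h at 37 °C, then compound for 1 h at 37 °C. Luminescence was read after 15 min at room temperature.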
KB-V1 MDR tox = qHTS assay for MDR1-selective chemotherapeutics: Primary screen using the drug-selected MDR subline cells KB-V1; KB-V1 MDR cells viability, CellTiter-Glo, 72 h; Potency, µM (series often up to 46.1 µM), without a hit: at the top dose activity change, negative = cytotoxicity, most hits filed as cytotoxic; actives 3.4% (n = 400,000); further: potency means the concentration at half of the fitted maximal effect; on the % scale 0 is the no-effect control and ±100 the full control effect; nearly all actives have a fitted effect of over 60% in size
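Following 72 h at 37 degrees C with compound, KB-V1 cell viability was read by CellTiter-Glo luminescence, medium being phenol-red-free DMEM plus 10% FBS; concentration-response parameters came from normalized, curve-fitted qHTS data.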
aSyn yeast inh = qHTS of alpha-syn Inhibitors. Yeast expressing alpha-synuclein, growth rescue, BacTiter-Glo, 24 h. actives 0.14% (n = 370,000). Potency, µM (titrated, usually from 46.1 µM), for inactives: at the highest dose growth rescue (activation), usual class: activators. AID 652106, 2013; further: potency means the concentration at half of the fitted maximal effect; % of control where 0% means no effect; nearly all actives have a fitted effect of over 65% in size
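Galactose-induced alpha-syn yeast (OD600=0.02, raffinose-pregrown) + pinned cpd, 24 hr, 30 deg C; growth by BacTiter-Glo luminescence. Growth restoration scores as activation.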
GLP-1R agonist = qHTS of GLP-1 Receptor Agonists. HEK293 GLP-1R CRE-luciferase, luminescence, 4-6 h; cells express a hypersensitive GLP-1R form. Glucagon-like peptide 1 receptor (Homo sapiens), P43220. Potency, µM (top dose mostly 45.6 µM), for inactives: top-dose activation, actives largely listed as activators. actives 0.007% (n = 380,000); further: potency means the concentration at half of the fitted maximal effect; % of control where 0% means no effect
Target sequence (P43220 whole entry, looked up): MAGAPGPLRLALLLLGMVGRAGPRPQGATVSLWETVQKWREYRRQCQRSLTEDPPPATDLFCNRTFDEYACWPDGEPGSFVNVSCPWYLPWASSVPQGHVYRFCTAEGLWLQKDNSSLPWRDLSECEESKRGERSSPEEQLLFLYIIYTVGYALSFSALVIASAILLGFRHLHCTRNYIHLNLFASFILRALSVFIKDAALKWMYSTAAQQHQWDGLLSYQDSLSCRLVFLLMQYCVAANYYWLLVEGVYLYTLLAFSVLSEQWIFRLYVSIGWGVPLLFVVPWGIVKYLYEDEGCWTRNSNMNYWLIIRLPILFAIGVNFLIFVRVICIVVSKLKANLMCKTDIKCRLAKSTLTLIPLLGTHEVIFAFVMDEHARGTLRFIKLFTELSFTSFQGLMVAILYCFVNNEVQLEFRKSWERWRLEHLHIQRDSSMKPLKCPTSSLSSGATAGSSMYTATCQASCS
TDP-43 yeast inh = qHTS of TDP-43 Inhibitors; TDP-43 expressing yeast growth rescue, BacTiter-Glo, 24 h; Potency, µM (series often up to 46.1 µM), for inactives: top-dose growth rescue (activation), most hits filed as activators; actives 1.8% (n = 410,000); AID 652104, 2013; further: potency means the concentration at half of the fitted maximal effect; % of control where 0% means no effect; nearly all actives have a fitted effect of over 50% in size
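Cell-based yeast growth screen: TDP-43 expression induced in galactose, inoculum OD600=0.02 after raffinose pregrowth to mid-log. Read-out BacTiter-Glo luminescence at 24 hr, 30 deg C; inhibition of toxicity seen as signal increase.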
DRD3 agonist = qHTS of D3 Dopamine Receptor Agonist: qHTS | D3R DiscoveRx beta-arrestin cells, luminescence, 90 min | AID 652048, 2013 | max activation, % | actives 0.58% (n = 410,000); in the data active means max activation above about 30%; further: 0% is about no effect; mostly tested at two doses, the higher about 12 µM
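Agonist mode: compounds and dopamine controls were applied to plated cells for 90 min at 37 degrees C after an overnight attachment at 1500 cells/well. Luminescent read-out followed 30 - 60 minutes at room temperature with DiscoveRx detection reagent.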
HEK293 tox = qHTS of GLP-1 Receptor Inverse Agonists: Cytotox Screen; HEK293 cAMP-luciferase reporter cells, luminescence, 24 h; actives 0.13% (n = 410,000); Potency, µM (titrated, usually from 38.3 µM), for inactives: top-dose activity change, negative = inhibition, actives largely listed as inhibitors;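 further: loss of luciferase light is scored as toxicity; potency means the concentration at half of the fitted maximal effect; on the % scale 0 is the no-effect control and ±100 the full control effect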
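Cells in DMEM/10% Nu serum/1% pen-strep, 1536-well format. Pre-incubated 12 h, dosed with 23 nL compound, incubated a further 24 h. Luciferase detection, 12 min at room temp, luminescence.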
GLP-1R inv ag = qHTS of GLP-1 Receptor Inverse Agonists (Inhibition Mode); Glucagon-like peptide 1 receptor (Homo sapiens), P43220; actives 1.6% (n = 410,000); Potency, µM (series often up to 38.3 µM), for the others: top-dose activity change, negative = inhibition, hits mostly inhibitors; HEK293 GLP-1R CRE-luciferase, luminescence, 24 h; GLP-1R form is constitutively active; further: potency means the concentration at half of the fitted maximal effect; on the % scale 0 is the no-effect control and ±100 the full control effect; nearly all actives have a fitted effect of over 55% in size
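Inverse agonists were sought by their lowering of basal cAMP reporter luciferase output in HEK293 cells stably carrying constitutively active human GLP-1R, after 24 h compound treatment.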
An asterisk follows results filed as active; i = inactive; ? = inconclusive; · = not tested or not shown; & = joins results of further samples; [ ] = dose if it differs, or a comment. Unless noted, the call rests on the fitted dose curve; in most records, active means well fitted curve in the direction sought with a large enough effect; inconclusive means small, poorly fitted or top-dose-only effect, or another doubt; inactive means no such curve, though single readings can be large; an effect the other way counts as inactive or inconclusive. Some of the compounds tested; count on the stated rates, not on these rows.

SMILES | DRD3 antagonist | PTHR1 agonist | KB-V1 MDR tox | aSyn yeast inh | GLP-1R agonist | TDP-43 yeast inh | DRD3 agonist | HEK293 tox | GLP-1R inv ag
c1ccc(CN2CCC3CC2c2cc(N4CCCCC4)ccc23)cc1 (stereo not given) | ? | -5% | 3% | 2% | 24% | 8% | -16 | 10% | -5%
Cc1nc2c(-c3ccccc3)c(C)nn2c(C)c1CCC(=O)NCc1cccc(Cl)c1 | · | -15% | -18% | · | 0% | 0% | 3 | 32%[activator] | -3%
Cc1cccc(NC(=O)/C(C#N)=C/c2ccco2)c1 | · | -19% | -1% | · | · | ? | -17 | 3% | 5%
O=C(Nc1ccc(F)cc1)Nc1ccc([N+](=O)[O-])cn1 | -11 | i | 11% | -10% | 1% | 24% | -4 | -2% | -1%
CCCC[n+]1ccn(-c2nc3c([N+](=O)[O-])cccc3n2C)c1 | 20 | 0% | 16% | -3% | 7% | -13% | -8 | -23% | 2%
CCOc1cc(C2C(C(N)=O)=C(C)Nc3ncnn32)cc(Br)c1O (stereo not given) | · | i | ? | 1% | -3% | 19% | 3 | 7% | 7%
CCC(=O)Nc1cccc(SC)c1 | -8 | i | 0% | -6% | -3% | -17% | -8 | 8% | -1%
O=[N+]([O-])c1ccccc1/C=C/CN1CCCCC1 | -71* | i | -28% | 0% | 6% | -21% | -28 | ? | 4%
Cc1ccc(C(=O)NN2C(=O)C3C4c5ccccc5C(c5ccccc54)[C@@H]3C2=O)cc1 (stereo not given in full) | 2 | i | -16% | 1% | -6% | 17% | 2 | -1% | -1%
COc1ccc(C(=O)Nc2nc3n(n2)C(c2ccc(Cl)cc2)C=C(c2ccccc2)N3)cc1OC (stereo not given) | · | i | 16% | · | · | 26% | 5 | · | ?
Cc1cc(C)cc(OCC(=O)NCCc2nc3ccccc3[nH]2)c1 | -14 | -21%&19% | -33% | -5%&-3% | 1% | -1%&21% | -4&4 | -1%[7.66 µM] | 0%[7.66 µM]
O=C(CSCc1cnn(-c2ccccc2)c1-n1cccc1)NCc1cccc(Cl)c1 | · | -33% | · | · | · | ? | -13 | 0% | ?
CC1CCCN(c2ccc(N)cc2C(N)=O)C1 (stereo not given) | 0 | i | -6% | -3% | 10% | 22% | 3 | 14% | ?
COc1ccc(S(=O)(=O)N2CCC(C(=O)NCC(c3cccs3)N(C)C)CC2)cc1 (stereo not given) | ? | i | -13% | -4% | -2% | 1% | 8 | 8% | 6%
O=C(NCc1ccncc1)Nc1ccccc1Cl | 3 | i | 0% | 4% | 14% | 19% | -1 | 1% | 6%
CCOC(=O)c1c(C)c(C(=O)NCCOC)c(C)n1CC | 6 | i | -25% | 1% | -9% | -30%[inhibitor] | -12 | 1% | 19%
CC(=O)N/C(=C\c1ccc(F)cc1)C(=O)NC(Cc1ccccc1)C(=O)O (stereo not given) | 3 | i | 5% | -1% | 0% | 14% | 3 | -25% | -7%
CC(=O)Nc1ccc(S(=O)(=O)Nc2ccc(S(=O)(=O)Nc3nc(C)cc(C)n3)cc2)cc1 | 1 | i | 3% | -6% | 5% | -16% | -13 | 16% | 7%
CCCC(=O)Nc1sc2c(c1C(=O)OCC)CC(C)(C)OC2 | 5 | i | -13% | -1% | 6% | -14% | 1 | 7%[0.307 µM] | 7%[0.307 µM]
COc1cc(CC(=O)OCc2ccccc2F)cc(OC)c1OC | 1 | -4% | -10% | 6% | 22% | 17% | 28 | 0% | ?
C/C(=N/NC(=O)c1cc(-c2ccccc2)nc2c(Cl)cccc12)c1cccnc1 | -29 | -30% | · | 0% | 10% | 12% | -49 | -14% | ?
COc1cccc(N2CC(C(=O)NNC(=O)c3ccc(Cl)cc3)CC2=O)c1 (stereo not given) | 1 | -3% | 2% | -1% | -7% | 10% | 4 | 15% | 7%
Cc1ccc(C(=O)N[C@H](C(=O)NC2CCCCC2)C(C)C)cc1 | 1 | i | 10µM* | 0% | -16% | 0% | -1 | -10% | 1%
CCOC(=O)C(Cc1ccccc1)NC(=O)CNC(C)=O (stereo not given) | 15 | i | 0% | 4% | -14% | 4% | 9 | 5% | 6%
NC(=O)C1CCN(CCC(=O)Nc2ccc(F)c(F)c2)CC1 | -19 | i | 3% | -5% | -1% | 2% | -3 | -8% | 1%
COc1ccc(N2CC(NC(=O)C3CCCCC3)CC2=O)cc1OC (stereo not given) | · | i | ? | · | 4% | 18% | 7 | -5% | -1%
COc1ccc(C(=O)CCN2CCN(c3ccccc3F)CC2)cc1 | -99* | i | 9% | -20% | -2% | -17% | -10 | ? | ?
CC(=O)n1cc(/C=N/NC(=O)c2ccc(Cl)cc2)c2ccccc21 | 5 | i | 0% | -1% | 23% | 26% | -10 | -3% | ?
CSCCNC(=O)Nc1c(-c2c(Cl)cccc2Cl)noc1C | 8 | i | 7% | 5% | 6% | 18% | 2 | -10% | -6%
Cc1ccc(OCC(=O)OCC(=O)c2c(N)n(C)c(=O)n(C)c2=O)cc1C | 23 | i | 14% | -5% | 4% | -5% | 1 | -2% | 7%
Cc1ccc(S(=O)(=O)NCCC(=O)NCC(c2cccs2)N(C)C)cc1C (stereo not given) | 20 | i | -11% | -9% | 3% | 6% | -9 | -3% | -26%
CC(NC1=CC(=O)c2cccnc2C1=O)C(O)c1ccccc1 (stereo not given) | ? | -28% | 15µM* | 8% | -34%[inhibitor] | 25% | -24 | 11µM* | ?
CCOC(=O)c1[nH]c2ccccc2c1NC(=O)c1ccc(C)c(C)c1 | · | -12% | 2% | · | 0% | 22% | 1 | 2% | 4%
O=C(Nc1nnc(S(=O)(=O)N2CCOCC2)s1)c1cccc(F)c1 | 1 | -30%&-28% | 53%&23% | 2% | 1% | 12%&18% | 3&-9 | 3%&1% | 14%&12%
CCSc1nc2cc(OC)c(OC)cc2c(=O)n1CCc1ccccc1 | 28 | i | -6% | 6% | -11% | -5% | 26 | 2% | 5%
Cc1nn(C)cc1-c1csc(N)n1 | -2 | i | 5% | -1% | 6% | -16% | -2 | 13% | 9%
O=[N+]([O-])c1ccc(N/N=C\c2cccn2-c2ccccc2)nc1 | ? | ? | ? | -15% | -30% | -2% | -22 | 131%[activator] | ?
CN1C(=O)[C@@H]2[C@@H]3C[C@@H]([C@H]4ON=C(c5ccccc5OCC#N)[C@@H]34)[C@@H]2C1=O | 0 | i | 14% | 1% | 0% | -8% | -5 | 34%[activator] | -11%
COc1ccc(NC(=O)CSc2nnc(CNC(=O)c3ccco3)n2-c2ccccc2OC)cc1 | ? | 0%[57.5 µM] | 1% | -2% | -5% | -10% | -4 | -19% | 0%
CN(C)c1ccc(CNC(=O)C2CCN(c3nnc(-n4cccc4)s3)CC2)cc1 | · | -9% | -11% | -4% | -4% | 23% | 1 | -9% | -15%
Cc1nn(Cc2c(F)c(F)c(F)c(F)c2F)c(C)c1NC(=O)c1ccc(COc2ccc(Cl)cc2Cl)o1 | 5 | -1% | 18µM* | ? | 1% | 18% | 1 | -15% | 5µM*
CCCCn1cc(SCC(=O)O)c2ccccc21 | -20 | i | 21% | 18% | -3% | ? | 1 | -11% | -10%
CCOc1cc(CNCc2ccccn2)cc(Cl)c1OC | -12 | i | -16% | 0% | 6% | 0% | -11 | 28% | -9%
CCOc1cc(N2CCOCC2)c(OCC)cc1NC(=O)Cc1ccccc1 | 2 | i | -11% | -1% | 22% | -17%[1.82 µM] | -16 | 4% | ?
CN(C)S(=O)(=O)c1cccc(C(=O)NCc2cccs2)c1 | 22 | i | ? | 0% | 4% | 0% | -3 | -6% | 6%

Among those listed so far, these have a cyano group:
SMILES | DRD3 antagonist | PTHR1 agonist | KB-V1 MDR tox | aSyn yeast inh | GLP-1R agonist | TDP-43 yeast inh | DRD3 agonist | HEK293 tox | GLP-1R inv ag
Cc1cccc(NC(=O)/C(C#N)=C/c2ccco2)c1 | · | -19% | -1% | · | · | ? | -17 | 3% | 5%
CN1C(=O)[C@@H]2[C@@H]3C[C@@H]([C@H]4ON=C(c5ccccc5OCC#N)[C@@H]34)[C@@H]2C1=O | 0 | i | 14% | 1% | 0% | -8% | -5 | 34%[activator] | -11%

The list goes on.
SMILES | DRD3 antagonist | PTHR1 agonist | KB-V1 MDR tox | aSyn yeast inh | GLP-1R agonist | TDP-43 yeast inh | DRD3 agonist | HEK293 tox | GLP-1R inv ag
CCOC(=O)C1C(c2ccc(OC)c(OC)c2)c2c([nH][nH]c2=O)CC1(C)O (stereo not given) | 20 | 20% | 4% | 2% | -1% | -8% | 2 | -7% | 7%
Cc1ccc2c(C)nc(Nc3ncc4c(n3)CCCC4=O)nc2c1 | 0 | i | 0% | · | -11% | -7% | 0 | -5% | 0%
COc1ccccc1N1CCN(C2CCCN(Cc3ccccc3OCCO)C2)CC1 (stereo not given) | -3 | i | -23% | 4% | -5% | -7% | -12 | 0% | -4%
O=C(c1cccc(F)c1)N1CCCC(C(=O)N2CCCC2)C1 (stereo not given) | -20 | i | 13% | -3% | -6% | -6% | -1 | 15% | 7%
Cc1cccc(NC(=O)c2cc(NC(=O)C3CCCCC3C(=O)O)ccc2Cl)n1 (stereo not given) | 0 | i | 7% | -1% | 1% | 6% | -3 | 3% | 15%
Cc1ccc(C)n1-c1nnc(N2CCCC(C(=O)Nc3ccc(C(C)C)cc3)C2)s1 (stereo not given) | · | 0% | -25% | · | · | -8% | -18 | -10% | ?
CCOC(=O)c1cnn(-c2ccccc2)c1-n1cccc1C(=O)C(=O)Nc1ccc(OC)cc1 | -20 | 8% | -7% | 10% | -30%[inhibitor] | ? | -8 | 10% | ?
